# Source: PubChem BioAssay (National Center for Advancing Translational Sciences (NCATS))
# S3 lipid droplet: qHTS Assay for Lipid Storage Modulators in Drosophila S3 Cells | Drosophila S3 cells, BODIPY lipid droplet fluorescence, 18-24 h; cells fed with added oleic acid | lipid storage change, negative = inhibition, % at the top dose, mostly 46.1 µM; hits show Potency in µM | actives 0.64% (n = 320,000) | AID 2685; active = well fitted inhibition curve with a large enough effect in the signal ratio, with a control signal flat, not every such curve was filed as active; inconclusive = small, poorly fitted or top-dose-only effect, or effect the other way, or a change in a side signal; the % refers to the signal ratio
#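 Drosophila S3 cells got compounds at several concentrations plus oleic acid (400 uM solution). Laser-scanning cytometry with 488 nm excitation read lipid droplets at 500-530 nm and cells at 575-640 nm. Percent activity was relative to 20 uM Triacsin C.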
# S3 lipid droplet cell count max: recorded beside S3 lipid droplet, whose call it bears; cell number change, %; measured here: cell count max response;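 cells counted by Cell Tracker Red CMTPX staining in the red channel; peak over a dose series mostly up to 46.1 µM; percent activity relative to internal control wells on each plate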
# Numbers without * were called inactive; i = inactive; ? = inconclusive; . = no result given. % is set by controls: 0 for no effect and ±100 for the full control effect; potency is the fitted concentration of half-maximal effect.
S3 lipid droplet	S3 lipid droplet cell count max	molecule
?	.	COC(=O)c1ccc(C(=O)N(C)C2CCCN(Cc3ccccc3F)C2)nc1 (stereo not given)
15%	12	CC(O)c1nc2ccccc2n1CCCCOc1ccccc1 (stereo not given)
1%	16	COc1cc(C2C3=C(CC(C)(C)CC3=O)Nc3c2c(=O)[nH]c(=O)n3Cc2ccccc2)ccc1O (stereo not given)
-7%	-21	COc1cc(/C=C2/C(=O)NN(c3cccc(F)c3)C2=O)ccc1OC(=O)c1ccco1
?	.	CN(Cc1cc(=O)n2ccsc2n1)C1CCCCC1
?	.	Cc1cc(C)c2c(=O)n(CC(=O)Nc3ccc(Br)c(C)c3)sc2n1
10%	-10	O=C(c1ccc(S(=O)(=O)N2CCOCC2)cc1)N1CCN=C1SCc1cccnc1
?	.	CCCCN(C)CCCNC(=O)/C=C1\Sc2ccccc2NC1=O
?	.	CCNc1nc(NCC)nc(N/N=C/c2ccc(Br)cc2)n1
-5%	11	O=C(O)C1CCN(C(=O)CCc2ccccc2)CC1
?	.	O=C(NC(=S)Nc1ccc(NC(=O)c2cccs2)cc1)c1ccc([N+](=O)[O-])cc1
2%	11	O=C(NO)c1ccccc1O
-7%	-13	CC(C)(C)C(=O)Nc1ccc(N=Nc2ccccc2)cc1
?	.	COC(=O)c1c(NC(=O)CN2CCC3(O)CCCCC3C2c2ccc(F)cc2)sc(C)c1C (stereo not given)
?	.	O/C(=C\c1nc2ccccc2[nH]1)c1cccs1
?	.	CCn1c(SCC(=O)OCc2ccccc2)nc2c1c(=O)n(C)c(=O)n2C
7%	3	CCn1ccnc1CN(C)Cc1cn[nH]c1-c1ccc(OC)c(F)c1
10%	26	COc1ccc([N+](=O)[O-])cc1N(CC(O)CN1CCCC1)S(=O)(=O)c1ccc(C)cc1 (stereo not given)
?	.	CCOc1cccc2c1OC1(CCCCC1)N1N=C(c3cccnc3)CC21 (stereo not given)
?	.	Cn1cc(CCC(=O)NC2CC2)c2ccccc21
i	5	Cc1ccc(C(=O)N2CCN(c3ccc(NC(=O)c4cccnc4)cc3)CC2)cc1
21%	-13	Cc1c(O)c(CN2CCCC2)cc2c1oc(=O)c1ccccc12
0%	17	O=C(Nc1nccs1)c1cnccn1
?	.	CC(=O)c1ccc(NC(=S)NC(=O)/C=C/c2ccccc2)cc1
?	.	COc1ccccc1OCCSc1nc2ccccc2n1CC(N)=O
?	.	O=C(Nc1ccccc1)Nc1nnc(Cc2ccccc2F)s1
1%	-20	CN(C)CCCN(Cc1ccccc1)C(=S)Nc1cccc(C(F)(F)F)c1
i	.	Cn1c(=O)c(-c2ccccc2)nn2c3ccccc3nc12
i	16	CC(=O)Nc1ccc(S(=O)(=O)N2CCC(C(=O)NCCC(=O)NCc3ccncc3)CC2)cc1
?	.	COc1ccc(-c2csc3ncnc(N4CCN(S(=O)(=O)c5cccc(C(F)(F)F)c5)CC4)c23)cc1

S3 lipid droplet	S3 lipid droplet cell count max	molecule
6%	-10	O=C(CCN1CCN(c2ccccc2F)CC1)Nc1ccccc1Cl
?	.	COc1ccc(NC(=O)C2CCCN(c3ncccn3)C2)cc1 (stereo not given)
?	.	O=C(NCc1ccco1)C1CCCN1C(=O)Nc1ccccc1 (stereo not given)
2%	-21	COc1ccccc1N1C(=O)c2ccccc2NC1C(OC)OC (stereo not given)
1%	5	CC(C)(C)OC(=O)N1Cc2ccccc2C[C@H]1C(=O)O
?	.	COc1cccc(C(=O)Nc2c3c(nn2-c2ccccc2C)CS(=O)C3)c1OC (stereo not given)
i	12	O=C1C2C3C=CC(CC3)C2C(=O)N1c1ccccc1F (stereo not given)
i	22	Cc1cc(NCCCN)nc(-c2ccccc2O)n1
-32%	-12	CCOC(=O)c1c(NC(=O)CSc2nnc(C)s2)sc2c1CCCCC2
?	.	Cc1cccc(CN2C(=O)c3ccccc3Sc3ccc(C(=O)NCCN4CCOCC4)cc32)c1
i	21	COC(=O)c1cccc(N2C(=O)C3C4C=CC(CC4)C3C2=O)c1 (stereo not given)
?	.	Cc1ccc(OCCN2CCCC2)cc1
?	.	CN(N)C(=S)Nc1ccc(Cl)cc1
-12%	13	CC[C@H](C)[C@@H](C(=O)N1CCNCC1)n1cc([C@@H](N)CO)nn1
?	.	Cc1ccc(C)c(N2CCN(C(=O)c3ccc(CSc4nc5ccncc5[nH]4)cc3)CC2)c1
?	.	C/C(Nc1ccc(C)cc1)=C(/C#N)C(N)=O
i	5	CCCCc1c(O)nc(SC2CC(=O)N(c3ccc(C(=O)OCC)cc3)C2=O)[nH]c1=O (stereo not given)
?	.	COc1ccc(/C=C/C=C2\N=C(SC)SC2=O)cc1
?	.	CC(=O)C1=C(O)C(=O)N(Cc2cccnc2)C1c1ccc(O)cc1 (stereo not given)
?	.	CC1CCC(NS(=O)(=O)c2ccc(N3CCCC3=O)cc2)CC1 (stereo not given)
?	.	C=CCNC(=S)NNC(=O)CC12CC3CC(CC(C3)C1)C2
3%	8	O=C(NCCOc1ccccc1-c1ccccc1)c1ccco1
?	.	O=C(CN1CCC(NC(=O)c2ccc(F)cc2)CC1)NCc1ccccc1F
-3%	8	O=C(Cc1ccsc1)N1CCN(S(=O)(=O)c2ccccc2F)CC1
?	.	Nc1ccc(C(=O)N/N=C\c2ccc(OC(=O)c3ccccc3Cl)cc2)cc1
?	.	Cc1cc(CN(C)C(=O)CC2C(=O)NCCN2Cc2ccc(F)c(F)c2)on1 (stereo not given)
?	.	C=CCN(c1ccccc1)S(=O)(=O)c1cccc(C(=O)NC2CCN(Cc3ccccc3)CC2)c1
?	.	CCOc1cc(C(=O)OCC(=O)c2c(N)n(C)c(=O)n(C)c2=O)cc(OCC)c1OCC
?	.	Cc1ncoc1C(=O)N1CCCC(C(=O)c2cccc(OC(C)C)c2)C1 (stereo not given)
-6%	-5	Cc1c(Nc2ncccc2C(=O)O)cccc1C(F)(F)F

# Laid out differently: six of the compounds above.
SMILES	S3 lipid droplet	S3 lipid droplet cell count max
Cc1ccc(C)c(N2CCN(C(=O)c3ccc(CSc4nc5ccncc5[nH]4)cc3)CC2)c1	?	.
C/C(Nc1ccc(C)cc1)=C(/C#N)C(N)=O	?	.
CCCCc1c(O)nc(SC2CC(=O)N(c3ccc(C(=O)OCC)cc3)C2=O)[nH]c1=O (stereo not given)	i	5
COc1ccc(/C=C/C=C2\N=C(SC)SC2=O)cc1	?	.
CC(=O)C1=C(O)C(=O)N(Cc2cccnc2)C1c1ccc(O)cc1 (stereo not given)	?	.
CC1CCC(NS(=O)(=O)c2ccc(N3CCCC3=O)cc2)CC1 (stereo not given)	?	.

# (listing goes on)
S3 lipid droplet	S3 lipid droplet cell count max	molecule
?	.	O=C(Nc1ccccc1C(=O)O)c1cncc(Br)c1
?	.	Cc1cccc(C)c1Nc1nnc(SCc2nc3ccccc3c(=O)[nH]2)s1
0%	-2	CC1CCN(c2ccc(S(=O)(=O)Nc3cc(C(=O)O)cc(C(=O)O)c3)cc2[N+](=O)[O-])CC1
8%	-9	Cc1ccc(-c2noc(CCC(N)=O)n2)cc1
?	.	C/C(=C\c1ccc(F)cc1)C(=O)c1c(C)cc(C)[nH]c1=O
2%	-5	C=CCOc1ccc(C2NC(=S)NC(C)=C2C(=O)c2ccccc2)cc1OC (stereo not given)
?	.	O=C1NC2=C(CCc3ccccc32)C(c2ccc(Br)cc2)N1 (stereo not given)
?	.	Cc1ccc(NC(=O)C(C)Oc2ccccc2)cc1S(=O)(=O)N1CCCCCC1 (stereo not given)
0%	0	Cc1cc(N2CCN(C)CC2)nc2ccc(NC(=O)CCC(=O)NCCC(C)C)cc12
1%	23	Cc1ccc2sc(C)[n+](CCO)c2c1
18%	-1	Cc1c(C(=O)N2CCN(C)CC2)oc2ccc(Br)cc12
-6%	-16	Cc1c(Cl)c(C(=O)N2CCCCCC2)nn1C
-25%	20	O=C(CCn1c(=O)oc2ccccc21)Nc1ccc(C(=O)O)cc1
12%	-14	COCCN(Cc1cc2ccc(C)c(C)c2nc1Cl)C(=O)N1CCOCC1
?	.	O=C(NCCN1CCN(c2ccccc2F)CC1)C1CC(=O)N(C2CCCC2)C1 (stereo not given)
i	-13	CNC(=O)c1ccc(Nc2nnc(-c3ccc(O)cc3)c3ccccc23)cc1
?	.	O=C(NC(=S)Nc1ccc(S(=O)(=O)Nc2nccs2)cc1)c1ccc(F)cc1
i	5	Cc1ccc(S(=O)(=O)Nc2ccc(OCC(=O)N3CCOCC3)cc2)c(C)c1NS(C)(=O)=O
i	9	COc1cc2c(=O)n(Cc3ccccc3)c(=O)n(CC(=O)NCCc3ccccc3)c2cc1OC
?	.	CCOC(=O)C1CCN(c2c(NCCCN(CC)c3ccccc3)c(=O)c2=O)CC1
?	.	Cc1ccc(C)c(N2CCN(C(=O)Cc3c(C(=O)O)[nH]c4ccc(Cl)cc34)CC2)c1
?	.	CCOc1ccc(CN(C)C(C)C(=O)NCCc2ccc(F)cc2)cc1 (stereo not given)
?	.	COC(=O)[C@H](CC(C)C)NC(=O)N1CCCCC1
?	.	Cc1ccc2c(c1)c1c(n2CC(O)CNC2CCCCC2)CCCC1 (stereo not given)
-7%	18	CCOc1ccc(S(=O)(=O)N2CCN(c3ccccn3)CC2)cc1
19%	3	COc1cc2c(cc1OC)CN(Cc1ccccc1)CC2
?	.	CCOC(=O)CSc1nnc([C@@H](NC(=O)OC(C)(C)C)C(C)C)o1
2%	3	COc1cc(/C=N/NC(=O)C2CCN(CC(O)COCc3ccccc3)CC2)ccc1O (stereo not given)
-13%	-27	COC(=O)C(CC(=O)c1ccc(C)cc1)n1nc(C)cc1C (stereo not given)
6%	9	O=C(Nc1ccc(N2CCOCC2)cc1)C1CC(=O)N(c2ccccc2)C1 (stereo not given)

# Looked up by structure from the entries so far (seven):
S3 lipid droplet	S3 lipid droplet cell count max	molecule
?	.	C/C(=C\c1ccc(F)cc1)C(=O)c1c(C)cc(C)[nH]c1=O
-6%	-16	Cc1c(Cl)c(C(=O)N2CCCCCC2)nn1C
?	.	CCOc1ccc(CN(C)C(C)C(=O)NCCc2ccc(F)cc2)cc1 (stereo not given)
?	.	Cc1ccc(NC(=O)C(C)Oc2ccccc2)cc1S(=O)(=O)N1CCCCCC1 (stereo not given)
i	5	Cc1ccc(S(=O)(=O)Nc2ccc(OCC(=O)N3CCOCC3)cc2)c(C)c1NS(C)(=O)=O
-13%	-27	COC(=O)C(CC(=O)c1ccc(C)cc1)n1nc(C)cc1C (stereo not given)
-25%	20	O=C(CCn1c(=O)oc2ccccc21)Nc1ccc(C(=O)O)cc1

# Additional results:
S3 lipid droplet	S3 lipid droplet cell count max	molecule
?	.	COc1ccc(CCNC(=O)CN2C(=O)c3cccc4cccc(c34)C2=O)cc1OC
i	10	Cc1ccccc1CC(=O)NCCN1CCCCC1
?	.	Cc1ccccc1NC(=O)c1cnn(-c2ccccc2)c1NC(=O)c1ccco1
?	.	Cc1ccc(Nc2ncnc3sccc23)c(C)c1
?	.	O=C(N/N=C/c1cc(Br)cc(Br)c1O)c1ccncc1
i	18	O=C(NCc1ccco1)c1cc(-c2ccccc2)nc2ccccc12
-17%	-16	Cc1ccc(OCC(O)CNC(=O)c2ccccc2C(=O)O)cc1 (stereo not given)
-17%	8	N#Cc1c(NC(=O)/C=C/C(=O)O)sc2c1CCN(Cc1ccccc1)C2
0%	2	CC(=O)O[C@H]1CC[C@@]2(C)C(CCC3C2CC[C@]2(C)OC(=O)CCC32)C1 (stereo not given in full)
4%	12	COCCNC(=O)/C(C#N)=C/c1cc(C)n(C2CCCCC2)c1C
19%	6	COc1ccc(CNC(=O)C/C(C)=N/NC(=O)Cc2ccc(OC)c(OC)c2)cc1
?	.	C=CCOc1ccc(/C(CC)=N/O)c(OC)c1
3%	-15	FC(F)(F)c1ccc(Cl)c(NC(=S)NC2CC2)c1
i	21	Cc1cc(C)nc(SCC(=O)Nc2ncc3c(n2)CCCC3=O)n1
?	.	CCCCC1(CCCC)NC(=S)N(Nc2ccc(C)cc2)C1=O
?	.	CCN(Cc1ccccc1)C(=O)COC(=O)Cc1c[nH]c2ccccc12
3%	-11	COc1ccc(Br)cc1CN1CCN(C(=O)c2ccc(OC)c(OC)c2)CC1
?	.	Cc1sc2ncnc(N3CCCC(C)C3)c2c1C (stereo not given)
?	.	Cc1onc(-c2ccccc2Cl)c1C(=O)O/N=C(\N)c1ccc([N+](=O)[O-])o1
?	.	CCOc1ccccc1NC(=O)Nn1cnnc1
-3%	18	CC(=O)c1sc(-c2ccccn2)nc1C
?	.	CC(=O)Nc1ccc(S(=O)(=O)NCc2ccc(C(=O)N3CCOCC3)cc2)cc1
?	.	COc1ccc(C(=O)N/C(=C\c2cccc3ccccc23)C(=O)N2CCN(C)CC2)cc1OC
-4%	2	O=S(=O)(/N=C/N1CCOCC1)c1ccc(Cl)cc1
?	.	OC1CN=C2Sc3ccccc3N2C1 (stereo not given)
?	.	CCc1ccc(NC(=O)c2cccnc2)cc1
?	.	O=C(Cn1cnc2sc3c(c2c1=O)CCCC3)NCC(=O)Nc1ccccc1F
i	.	Cc1cccc(OCC(=O)Nc2ccc3c(c2)nc(CCN2CCCCC2)n3C)c1
18%	-13	COC(=O)c1cccc(NC(=O)c2nn(C)c(=O)c3ccccc23)c1
?	.	Cc1ccccc1-c1n[nH]c(=S)n1Cc1ccccc1
?	.	COc1ccc(C(CNC(=O)c2cccc(S(=O)(=O)Nc3ccccc3Cl)c2)N2CCOCC2)cc1 (stereo not given)
?	-19	Cc1cccc(-c2ccc3ncnc(NCc4cccs4)c3c2)c1
-30%	-18	Cc1ccc(C(=O)COC(=O)c2ccc3c(c2)C(=O)N(c2cccc4ncccc24)C3=O)cc1C

# Some of the compounds tested; count on the stated rates, not on these rows.
